Screening results deposited in PubChem BioAssay by several laboratories.
rCAG binder: r(CAG) repeat RNA binding; TO-PRO-1 dye displacement fluorescence; inhibition, % at 3 µM; 1.3% of 370,000 active; AID 651821;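 active = inhibition above the plate cutoff, the mean of all test compounds on that plate plus 3 SD, cut at about 35% in these data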;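 note: 0% = DMSO alone and 100% = 100 µM mitoxantrone as full dye displacement; higher means more dye released from RNA so lower well fluorescence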
NPR2 activator: GC-B (human) receptor activation; P20594; HEK293-GC-B cells, CNP EC30, cGMP TR-FRET; 0% at EC30 CNP, 100% saturating CNP; activation, % at 10 µM; 0.11% of 370,000 active; AID 1920062;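 active = activation at 10 µM reaching about 35% in either raw or pattern-adjusted values, limit read from the data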
LEDGF integ inh: blocks HIV-1 LEDGF/p75-dependent DNA integration. 0.64% of 370,000 active. TR-FRET IN-LEDGF/p75 DNA integration, Eu/Cy5. inhibition, % at 3.7 µM;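 active = inhibition above the screen-wide mean plus 3 SD, cut at about 13% in these data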;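 note: signal is the Cy5 over europium emission ratio at 671 and 618 nm; 0% = plate median of compound wells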
TDP2 inh: TDP2 (human) inhibition, absorbance primary screen; O95551; recombinant TDP2, T5PNP hydrolysis, p-nitrophenol absorbance 415 nm; inhibition, % at 12.8 µM; 0.34% of 370,000 active; AID 720702;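 active = inhibition above the mean of all tested compounds plus 3 SD, set per campaign, cut at about 25% in these data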;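 note: 0% = DMSO with enzyme and 100% = buffer with substrate but no TDP2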
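System: recombinant human TDP2 / Amount: 120 nM TDP2 per well / Also added: 5 mM T5PNP chromogenic substrate / Doses: 12.8 µM single point, 1% DMSO / Incubation: 2 h at 37 °C / Detection: p-Nitrophenol epi absorbance / Evaluation: % inhibition relative to enzyme-containing and enzyme-free wells / Repeats: singlicate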
HTRA1 inh: HTRA1 (human) protease inhibition; inhibition, % at 5.96 µM; Q92743; recombinant HTRA1, FP-rhodamine activity-based probe, fluorescence polarization; AID 504803; 0.5% of 340,000 active; in the data active = inhibition above about 36%;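 note: 0% = enzyme with DMSO and 100% = wells lacking enzyme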
TCR CD3 inh: human TCR-CD3 binding inhibition. AID 651800. inhibition, % at 9.4 µM. 0.37% of 360,000 active. TAMRA-labeled TCR probe fluorescence, biochemical; in the data active = inhibition above about 19%;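 note: recombinant mutant TCR 2C K166C tagged with TAMRA read by polarization; 0% = receptor in buffer alone and 100% = receptor with positive control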
ABHD4 inh: inhibits mouse alpha/beta hydrolase domain 4; inhibition, % at 8.92 µM; AID 720543; purified mABHD4, FP-Rh probe fluorescence polarization; Q8VD66; 0.54% of 370,000 active;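 active = inhibition exceeding the mean over every tested compound plus 3 SD, cut at about 30% in these data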;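 note: 0% = plate median of compound wells and 100% = S159A mutant with DMSO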
Target sequence (Q8VD66 whole entry, looked up, the tested form may be a part): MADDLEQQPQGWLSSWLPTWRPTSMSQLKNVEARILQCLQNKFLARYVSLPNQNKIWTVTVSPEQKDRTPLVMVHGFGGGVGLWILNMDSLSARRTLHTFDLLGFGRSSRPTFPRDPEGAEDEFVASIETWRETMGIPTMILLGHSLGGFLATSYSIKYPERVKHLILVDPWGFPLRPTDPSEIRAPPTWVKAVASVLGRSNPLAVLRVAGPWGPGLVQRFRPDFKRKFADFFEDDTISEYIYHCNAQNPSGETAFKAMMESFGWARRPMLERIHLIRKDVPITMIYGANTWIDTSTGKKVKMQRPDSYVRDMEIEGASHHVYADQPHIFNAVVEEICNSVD
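Material: mouse ABHD4 enzyme, wild type; Benchmarks: S159A mutant high control, sample median low control; Buffer or medium: HEPES pH 7.0, NaCl, Pluronic buffer; Signal: fluorescence polarization; Read-out: percent inhibition of probe binding, normalized to plate controls; Timing: pre-incubation 45 min, probe exposure 60 min, at 25 °C; Dosing: 8.92 µM, single dose.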
SIAE primary: human SIAE inhibition, primary screen | Q9HAT2 | SIAE FP-Rh probe binding, fluorescence polarization | inhibition, % at 9.66 µM | 0.69% of 370,000 active | AID 1053197;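 active = inhibition above a cutoff: mean of compounds within the control limits plus 3 SD of those, cut at about 17% in these data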;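 note: 0% = plate median of compound wells and 100% = probe without SIAE protein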
Target sequence (Q9HAT2 whole entry, looked up): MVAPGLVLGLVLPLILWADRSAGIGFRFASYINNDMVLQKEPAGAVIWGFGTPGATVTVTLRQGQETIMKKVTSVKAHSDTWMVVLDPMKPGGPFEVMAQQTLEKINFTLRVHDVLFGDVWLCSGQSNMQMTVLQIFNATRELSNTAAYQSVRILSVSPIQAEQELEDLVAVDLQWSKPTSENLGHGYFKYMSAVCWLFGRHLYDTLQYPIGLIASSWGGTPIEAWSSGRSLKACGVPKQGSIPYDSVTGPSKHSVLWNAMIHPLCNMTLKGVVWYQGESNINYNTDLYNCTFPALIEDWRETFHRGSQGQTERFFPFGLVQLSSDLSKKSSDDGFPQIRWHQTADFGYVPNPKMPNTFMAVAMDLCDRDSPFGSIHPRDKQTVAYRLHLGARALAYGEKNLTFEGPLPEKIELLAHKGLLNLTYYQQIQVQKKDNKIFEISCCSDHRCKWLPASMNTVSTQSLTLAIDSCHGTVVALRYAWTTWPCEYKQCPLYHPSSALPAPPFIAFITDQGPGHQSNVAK
MBD2 inh: inhibitors of human MBD2 binding to methylated oligonucleotide. TR-FRET. inhibition, % at 4.4 µM. AID 686964. 0.31% of 370,000 active. Q9UBB5; in the data active = inhibition above about 13%
PRMT1 inh: PRMT1 (human) inhibition, primary screen | recombinant PRMT1, activity-based probe fluorescence polarization | inhibition, % at 2.79 µM | 1.3% of 370,000 active | AID 652257;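 active = inhibition above about 21% made by adding two undisclosed values, limit read from the data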
Starred values were filed as active, the others as inactive; . = no result given. This is a subset. The share of hits here may be higher or lower than overall.

SMILES | rCAG binder | NPR2 activator | LEDGF integ inh | TDP2 inh | HTRA1 inh | TCR CD3 inh | ABHD4 inh | SIAE primary | MBD2 inh | PRMT1 inh
CO[C@H](C(=O)N(C)C[C@@H]1OCc2ccccc2-c2c(n(C)c3ccccc23)C(=O)N([C@H](C)CO)C[C@@H]1C)c1ccccc1 | 3 | 2 | -3 | -2 | 8 | -1 | 1 | 4 | 0 | 1
Cc1ccc(S(=O)(=O)N2[C@@H](c3ccccc3)C(C(=O)O)=CC[C@H]2c2ccc3c(c2)OCO3)cc1 | 54* | 4 | 0 | 8 | -7 | 4 | 6 | 8 | 3 | -2
COc1cccc(C(O)c2nc(/C=C/c3ccc(C(F)(F)F)cc3)cs2)c1 (centres undefined) | 2 | 7 | -2 | -4 | . | -6 | -35 | -21 | 1 | 4
CCOc1ccccc1CNC(=O)Cn1c(=O)oc2ccccc21 | -1 | -5 | -2 | 5 | -5 | -9 | 1 | 1 | 5 | 2
CC(=O)c1ccc2c(c1)N(Cc1ccccc1)C(=O)C(C)S2 (centres undefined) | -1 | -7 | 0 | 0 | . | -1 | 2 | 0 | 3 | 0
Cc1ccc(Nc2ncc3c(=O)[nH][nH]c(=O)c3n2)cc1 | 2 | -2 | 5 | -3 | 1 | -5 | -7 | -2 | 8 | 7
O=C1[C@@H]2Cc3c([nH]c4ccccc34)C(c3ccccc3)N2C(=O)CN1C1CC1 (some centres undefined) | -3 | 19 | 0 | 6 | 2 | 1 | -8 | 8 | 1 | -3
O=C1NC(=O)C2(COC3(CCCC3)OC2)S1 | 2 | 4 | 1 | 9 | 10 | 5 | 5 | 4 | -4 | 0
COc1ccc(S(=O)(=O)N2CCCCCC2)cc1C(=O)N(C)Cc1ccco1 | -1 | 2 | 3 | -18 | 1 | 6 | -5 | -12 | 2 | 0
CCOC(=O)c1ccc(NC(=O)NCc2ccccc2)cc1 | -3 | 3 | 3 | 4 | -6 | 9 | -5 | 1 | 1 | -3
COc1ccc([C@@H]2CC=C(C(=O)O)[C@H](c3cccc(Cl)c3)N2S(=O)(=O)c2ccc(Cl)cc2)cc1 | 74* | 4 | 1 | -3 | -25 | -1 | -1 | -3 | -1 | 0
COc1ccc(/C=C(\NC(=O)c2ccccc2)C(=O)N2CCC(C)CC2)cc1 | -7 | 1 | 2 | 2 | 1 | 7 | -4 | 4 | -1 | -1
O=C(O)CSC1c2ccccc2C(=O)N1c1ccccc1 (centres undefined) | 3 | 0 | 4 | 9 | -2 | -3 | 6 | 3 | -1 | 2
COc1ccc(Nc2nnc(-c3ccc(N4CCOCC4)c([N+](=O)[O-])c3)c3ccccc23)cc1 | 0 | 14 | 0 | 1 | 5 | 7 | -4 | 8 | 1 | -1
C/C(=N\NC(=O)C1CC1)c1ccc(N2CCOCC2)cc1 | -1 | 0 | 7 | 10 | 0 | -2 | 0 | -1 | -2 | 0
COc1nc(C#N)nc(N(C)C)n1 | 0 | -3 | 7 | -2 | 7 | -3 | -5 | 12 | -7 | -1
CC(=O)Cn1c(=O)c2c(nc3n2CCCN3Cc2ccccc2)n(C)c1=O | 0 | 1 | 0 | -10 | 2 | 0 | -1 | 4 | -4 | -6
COc1ccc(Cn2nnnc2C(c2cccs2)N2CCSCC2)cc1 (centres undefined) | -4 | -3 | -3 | 1 | 3 | 1 | 0 | 11 | 0 | -3
Cc1ccc(C(=O)C(C)OC(=O)CCN=C2NS(=O)(=O)c3ccccc32)cc1 (centres undefined) | 1 | -7 | 6 | 3 | 3 | 8 | -7 | 1 | -5 | -4
Cc1c(NC(=O)CN2C(=O)c3ccccc3S2(=O)=O)c(=O)n(-c2ccccc2)n1C | -1 | 0 | -1 | 12 | 3 | 0 | 6 | 2 | -1 | 1
CCN(CC(=O)NCc1cccs1)C(=O)c1ccccc1Cl | 3 | -3 | 1 | -16 | -2 | 5 | -3 | -16 | 1 | -4
CN(CC(=O)Nc1cccc2ccccc12)C(=O)c1ccc(NC(=O)CC#N)cc1 | 15 | -4 | -2 | 4 | -10 | 0 | -27 | -12 | -3 | -4
Cc1cccc(C(=O)OCC(=O)N2CCc3ccccc3C2)c1O | 0 | 0 | 2 | -2 | -11 | 3 | -6 | -7 | 1 | -1
CCOc1ccc(NS(=O)(=O)c2cc(NC(=O)c3ccc(C)cc3)ccc2Cl)cc1 | 18 | -8 | 1 | -8 | -93 | 6 | -90 | -105 | 1 | -3
COC(=O)CCC(=O)Nc1cccc2c(NC(=O)CCC(=O)OC)cccc12 | 4 | 2 | 2 | 2 | 0 | -4 | -3 | 2 | -1 | 10
c1ccc(CSc2nnnn2-c2ccccc2)cc1 | -1 | -1 | 7 | -6 | 0 | -1 | -7 | 8 | -3 | -1
COc1ccccc1OCCOCCOc1ccccc1Cl | -5 | -2 | -5 | 0 | -2 | -4 | 6 | -3 | 4 | 1
C/C(=N\NC(=O)c1nnn(-c2nonc2N)c1CSc1ccc(Cl)cc1)c1cccnc1 | 3 | 0 | -2 | -2 | -10 | 1 | -7 | -1 | 2 | 0
Cc1cc(C)c(OCC(=O)NCC2CCCO2)c(C)c1 (centres undefined) | -6 | 2 | -1 | 7 | -1 | -3 | 15 | -3 | 0 | 0
Cn1c(N)c(C(=O)COC(=O)c2ccccc2C(F)(F)F)c(=O)n(C)c1=O | 0 | -1 | 2 | 6 | -5 | 1 | 3 | -6 | -2 | -3

Sorted by number of heavy atoms (lowest first): 3 of the compounds above
SMILES | rCAG binder | NPR2 activator | LEDGF integ inh | TDP2 inh | HTRA1 inh | TCR CD3 inh | ABHD4 inh | SIAE primary | MBD2 inh | PRMT1 inh
COc1nc(C#N)nc(N(C)C)n1 | 0 | -3 | 7 | -2 | 7 | -3 | -5 | 12 | -7 | -1
Cc1c(NC(=O)CN2C(=O)c3ccccc3S2(=O)=O)c(=O)n(-c2ccccc2)n1C | -1 | 0 | -1 | 12 | 3 | 0 | 6 | 2 | -1 | 1
C/C(=N\NC(=O)c1nnn(-c2nonc2N)c1CSc1ccc(Cl)cc1)c1cccnc1 | 3 | 0 | -2 | -2 | -10 | 1 | -7 | -1 | 2 | 0

Next part.
SMILES | rCAG binder | NPR2 activator | LEDGF integ inh | TDP2 inh | HTRA1 inh | TCR CD3 inh | ABHD4 inh | SIAE primary | MBD2 inh | PRMT1 inh
CC(=O)N1CCN(CC(=O)c2ccc(Br)cc2)CC1 | 2 | 3 | 4 | -14 | 11 | -2 | 2 | -7 | -4 | 0
Cn1c2c(c(=O)n(C)c1=O)C(c1ccc(O)cc1)Nc1ccccc1O2 (centres undefined) | 1 | 14 | 3 | 20 | -3 | -2 | 3 | -5 | 3 | 1
CCc1sc(C(=O)Nc2ccc(F)cc2C)cc1C | -1 | 3 | 1 | -4 | -3 | 2 | -1 | 2 | -2 | -1
Cc1ccc(S(=O)(=O)N2CCN(C(=O)CC(C)(C)C)CC2)cc1 | -9 | 4 | 3 | -11 | 1 | 4 | -3 | -5 | 5 | -7
CCN1CCN(C(=O)c2ccc(CN(c3ccccc3)S(=O)(=O)c3ccccc3)cc2)CC1 | -5 | 0 | -2 | 2 | 12 | 9 | 8 | 5 | 0 | -4
CC(C)OC(=O)c1ccc(NC(=O)Cn2c(-c3nonc3N)nc3ccccc32)cc1 | 25 | -7 | -4 | -1 | -17 | 0 | -6 | -9 | 0 | -5
CCN(CC(=O)NC1CCS(=O)(=O)C1)S(=O)(=O)c1ccc(Cl)cc1C(F)(F)F (centres undefined) | -1 | -1 | -2 | 17 | -3 | 9 | 0 | 3 | -7 | 3
COc1cc(C2c3cc4c(cc3C(OC3OC5COC(c6cccs6)OC5C(O)C3O)C3COC(=O)C23)OCO4)cc(OC)c1O (centres undefined) | 7 | -1 | 2 | 12 | -3 | 4 | 5 | 0 | -6 | -7
CC(=O)Nc1ccc(NC(=O)C2c3ccccc3Oc3ccccc32)cc1 | -1 | -1 | 3 | -6 | 0 | 6 | -3 | 5 | -4 | 0
CC(C)N(CC(N)=O)c1ncnc2sc(-c3ccccc3)cc12 | 9 | -2 | -5 | 3 | -6 | 5 | 4 | -4 | 0 | -3
CC(C)(C)c1csc(N/N=C/c2ccc(O)cc2)n1 | 14 | -2 | 3 | 0 | 25 | 7 | 11 | 15 | 1 | 2
NC(=O)CN1CCN(c2nc(-c3ccc(F)cc3)cs2)CC1 | -3 | -7 | -1 | 5 | 6 | 5 | 1 | 6 | 1 | -1
O=[N+]([O-])c1cc(Cl)cc(/C=N\Nc2ccccn2)c1O | 7 | -2 | 0 | -2 | 31 | 0 | 21 | 16 | -8 | -1
c1ccc(-n2c(SCC3CCCCO3)nnc2-c2cccs2)cc1 (centres undefined) | -10 | 3 | 1 | -2 | -12 | -1 | 1 | 8 | -3 | -2
CC(=O)Nc1ccc(C2=NN(c3ccccc3)C(c3ccccc3)C2)cc1 (centres undefined) | 7 | 1 | -3 | 7 | 13 | 2 | 5 | 2 | 8 | 3
CC1(NC(=S)NCCO)CCS(=O)(=O)C1 (centres undefined) | -1 | 5 | -4 | -15 | 1 | -12 | -8 | -2 | 8 | 3
COc1ccc(/C=C2/C(=O)N(c3cccc(F)c3)N=C2C)c(OC)c1 | 0 | -7 | -2 | 12 | 3 | -1 | -11 | 5 | 1 | 5
COc1ccc(-c2cc(C(F)(F)F)nc(N)n2)cc1 | -3 | 1 | 1 | -5 | -2 | -6 | -12 | 11 | 0 | -5
CCN(C(=O)COC(=O)C(Cc1ccccc1)N1C(=O)c2ccccc2C1=O)C1CCS(=O)(=O)C1 (centres undefined) | 0 | -6 | 4 | 12 | 3 | 1 | 5 | 2 | 0 | 3
N#CCC(=O)N/N=C/c1ccc(SCC(=O)Nc2ccccc2)o1 | 13 | -4 | 2 | 9 | 6 | 1 | 0 | -2 | 2 | 5
CCN(CC)c1ccc(/C=N/N2C(C)CCCC2C)c(O)c1 (centres undefined) | -7 | 3 | -3 | 1 | -5 | 5 | -7 | -9 | -1 | -1
O=C(OCCN=C1NS(=O)(=O)c2ccccc21)C1CC(=O)N(c2ccc3ccccc3c2)C1 (centres undefined) | 1 | 0 | -1 | 4 | 4 | 5 | 1 | 8 | 1 | 0
CCNc1nc(SC(C)C(=O)OC)nc(N2CCOCC2)n1 (centres undefined) | -8 | 0 | 1 | 5 | 1 | 5 | 2 | -2 | 4 | -1
Cc1ccc(SC(=O)COc2ccc(C)c(C)c2)cc1 | -5 | -3 | 5 | -1 | 0 | -2 | 4 | -1 | -4 | 7
COc1cc(/C=N/NC(=O)c2cccc(NC(=O)c3ccccc3C)c2)ccc1O | 5 | 2 | 3 | 0 | -9 | -2 | 7 | 7 | -1 | -2
COc1cccc(NC(=O)C2CCOC2=O)c1 (centres undefined) | -1 | 6 | -1 | 3 | . | 1 | -11 | -1 | 3 | 2
Nc1nc(N)c(N=O)c(OCC2CCCCC2)n1 | 2 | -6 | 4 | -7 | 6 | 0 | 4 | -2 | -9 | -2
Oc1ccc(/C=N\Nc2cc(N3CCOCC3)nc(N3CCOCC3)n2)c(O)c1 | 11 | -1 | 3 | -10 | 6 | -7 | 13 | 23* | -9 | 3
COc1ccc(OCCOCCN2CCc3ccccc3C2)cc1 | -7 | -1 | -6 | 10 | 3 | 3 | 4 | 12 | -2 | -1
